# Assay outcomes as filed in PubChem.
# FN deposit inh: fibronectin deposition inhibition. inhibition, % at 12.6 µM. 350,000 compounds, 0.086% hits. AID 743247. AH1F fibroblasts, Alexa488-fibronectin deposition fluorescence, overnight;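 active = mean inhibition across replicates of 30% or more, regardless of how many single replicates reach that level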;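 note: positive control wells lacked labelled fibronectin entirely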
#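 Material: AH1F fibroblasts assembling fluorescent fibronectin matrix; amount: 10000 AH1F cells/well; medium: DMEM, 2% serum; reagent: Alexa488-fibronectin, 24 nM final in well; dosing: single compound dose, delivered by pin transfer; incubation: 1 h adhesion, overnight exposure; detection: fluorescence after three HBSS washes, excitation 485 nm, emission 525 nm; measure: fibronectin deposition inhibition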
# LGR2 antag: inhibitors of bursicon-induced Drosophila LGR2 receptor cAMP signaling. HEK293 LGR2, CRE-luciferase, bursicon-stimulated, 4 h. inhibition, % at 9.99 µM. 380,000 compounds, 0.35% hits. AID 720647;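 active = drop in luminescence signal, shown as inhibition above about 50% in the replicate tests, limit read from the data, passing the limit was not always enough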;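 note: agonist challenge used bursicon conditioned medium at about half maximal strength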
# Casp6 inh: blocks human caspase-6 cleavage activity; P55212; purified caspase-6, Z-VEID-R110 cleavage fluorescence; inhibition, % at 12.5 µM; 350,000 compounds, 0.53% hits; AID 686996;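 active = mean inhibition across replicates at least about 35%, with every replicate also reaching that limit, limit read from the data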;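 note: 0% = median of neutral control wells and 100% = no fluorescence left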
# Target sequence (P55212 24-179 limits assumed): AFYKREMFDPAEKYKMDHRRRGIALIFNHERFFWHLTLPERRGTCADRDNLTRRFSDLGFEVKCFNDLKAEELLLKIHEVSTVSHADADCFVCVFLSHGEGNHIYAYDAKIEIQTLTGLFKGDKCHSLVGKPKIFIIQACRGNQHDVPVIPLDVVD
# Target sequence (P55212 194-293 limits assumed): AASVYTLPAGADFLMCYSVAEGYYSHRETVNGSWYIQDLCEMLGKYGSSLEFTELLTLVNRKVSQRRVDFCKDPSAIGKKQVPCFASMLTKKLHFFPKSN
# S100A4 MyoIIA: inhibitors of human S100A4 binding to myosin IIA peptide; S100A4/TAMRA-MyoIIA peptide fluorescence polarization; P26447; 360,000 compounds, 0.14% hits; inhibition, % at 10.7 µM;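 active = mean inhibition of at least 70% across replicates, with every replicate also reaching that level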
# Target sequence (P26447 whole entry, looked up): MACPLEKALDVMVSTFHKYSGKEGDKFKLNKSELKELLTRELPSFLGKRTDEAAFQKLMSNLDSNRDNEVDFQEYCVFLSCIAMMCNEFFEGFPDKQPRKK
#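 Test system: S100A4 monomer protein; Medium: HEPES pH 7.2 with CaCl2, KCl, NaCl, DTT, Triton; Probe or stimulus: TAMRA-labelled myosin IIA heavy-chain peptide probe, 5 nM; Doses: one dose per compound; Times: polarization read 5 min after assay mix addition, stable 5–60 min; Benchmarks: neutral control DMSO, positive control TFP.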
# esBAF inh: SWI/SNF esBAF complex inhibition | mouse ES cells, Bmi1-luciferase knock-in reporter, 24 h; 100% = twice the neutral-well signal | reporter increase, % at 12.5 µM | 350,000 compounds, 2% hits | AID 602393; in the data active = activation above about 40%;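 note: 0% = median of the plate's neutral control wells and 100% = double that signal; a rise in the Bmi1 reporter signal indicates esBAF inhibition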
# Statin myotox sup: suppression of simvastatin myotoxicity; 330,000 compounds, 0.78% hits; rescue of ATP level, % at 7.49 µM; C2C12 myotubes + simvastatin, ATP luminescence, 48 h; scaled: DMSO 0, geranylgeraniol control 100; AID 602340;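 active = mean ATP rescue above about 67%, or every replicate alone reaching that limit, limit read from the data, passing the limit was not always enough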;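 note: myotubes were challenged with 10 µM simvastatin during compound exposure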
# SIRT5 block: blocks human SIRT5 desuccinylation of peptide | Q9NXA8 | Purified SirT5, succinyl-peptide AMC, trypsin-coupled fluorescence | inhibition, % at 15 µM | 330,000 compounds, 1.1% hits | AID 652115; in the data active = inhibition above about 15%
# Target sequence (Q9NXA8 whole entry, looked up): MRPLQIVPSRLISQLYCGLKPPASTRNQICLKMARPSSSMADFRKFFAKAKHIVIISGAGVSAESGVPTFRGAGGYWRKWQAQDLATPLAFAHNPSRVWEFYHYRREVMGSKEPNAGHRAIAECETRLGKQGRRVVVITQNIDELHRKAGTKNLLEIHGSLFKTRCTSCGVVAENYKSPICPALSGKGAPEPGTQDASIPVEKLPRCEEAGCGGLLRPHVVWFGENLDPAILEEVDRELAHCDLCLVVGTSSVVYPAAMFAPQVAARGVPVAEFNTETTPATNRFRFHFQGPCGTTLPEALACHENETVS
# The depositor's hits bear a star; / = no result given. Not all compounds are listed; count on the stated rates, not on these rows.
SMILES,FN deposit inh,LGR2 antag,Casp6 inh,S100A4 MyoIIA,esBAF inh,Statin myotox sup,SIRT5 block
COc1cccc(C(=O)N2CCC[C@H]2C(=O)N2CCC[C@H]2C(=O)NCc2ccc(F)cc2F)c1,3,5,-2,-4,/,/,-5
Cc1ccc(NC(=O)CN2CCCC2c2cccn2C)cc1C (configuration not stated),7,11,-1,-15,-4,4,0
O=C(CSc1nc2ccccc2o1)N1CCN(S(=O)(=O)c2ccc3ccccc3c2)CC1,0,14,/,/,-11,8,/
CC(=O)C1=C(C)N(CC2CC2)C(=O)N[C@H]1c1ccccc1,5,/,1,-2,7,-14,-2
O=C(/C=C/c1ccccc1[N+](=O)[O-])OCC(=O)N1CCN(c2ccccc2)CC1,-2,8,-3,5,4,9,-14
O=C1C=CC(=O)C(C2=C3C(=O)N(CCc4ccccc4)CC(=O)N3CCC2)=C1,3,-3,11,-8,-2,/,2
Nc1ccc(CCC(=O)N2CCCC2)cc1,-1,5,-2,-3,-5,-8,-5
CSc1nc(N)nc2c1ncn2CC(=O)NCc1ccccc1,-149,-1,2,6,6,0,-7
Cc1cccnc1NC(=O)c1ccc(NS(=O)(=O)/C=C/c2ccccc2)cc1,2,0,5,-10,-7,-6,-1
COc1ccc(S(=O)(=O)N(C)C[C@@H]2OCCCC[C@H](C)Oc3ccc(NC(=O)NC4CCCCC4)cc3C(=O)N([C@@H](C)CO)C[C@@H]2C)cc1,9,-10,0,-6,3,/,11
CC(C)C(=O)Nc1ccc2c(c1)C(=O)N(C)[C@@H]1CC[C@@H](CC(=O)N[C@@H](C)c3ccccc3)O[C@@H]1CO2,-2,-7,/,/,0,-5,/
CO[C@H]1CN(C)C(=O)c2ccc(NC(=O)c3cc(C)on3)cc2OC[C@@H](C)N(CC2CC2)C[C@@H]1C,-20,1,-5,10,-1,-1,0
CCCSc1ccc([C@@H]2[C@@H]3C(=O)N(CC)C(=O)[C@@H]3[C@]3(C(=O)OC)CCCCN23)cc1,7,15,4,-2,-9,2,/
COc1ccc(NC(=O)N(C)C[C@@H]2Oc3ccc(NC(=O)Nc4ccc(C(F)(F)F)cc4)cc3CC(=O)N([C@@H](C)CO)C[C@H]2C)cc1,/,17,0,-6,3,-41,-9
CSc1nncc(/C(C)=N\Nc2cccc(C)c2)n1,/,3,/,/,5,1,/
CC(NC(=O)CNC(=O)C1CCCCC1)c1ccc(S(N)(=O)=O)cc1 (configuration not stated),0,-3,5,-4,-2,-2,2
CN(C)C(=O)[C@@H]1[C@@H](CO)[C@@H]2Cn3c(cccc3=O)[C@@H]2N1C(=O)C1CCCC1,1,22,/,-5,/,/,5
N#Cc1ccccc1S(=O)(=O)N1CCN(C(=O)CCNS(=O)(=O)c2ccc(Cl)cc2)CC1,9,-23,0,-3,5,2,-11
O=C(Cn1nc(-c2ccc(Cl)cc2)c2ccccc2c1=O)NN1CCOCC1,-9,9,-2,-4,/,/,-1
Cc1ccc(OCCNS(=O)(=O)c2ccc(N3CCCC3=O)cc2)cc1C,/,-5,0,-3,6,-1,2
COc1cc(OC)c(C(=O)NCC2CCCO2)cc1OC (configuration not stated),-9,-3,1,3,3,5,3
COc1cccc(C2c3[nH]c4ccccc4c3CCN2Cc2cnc(C)s2)c1OC (configuration not stated),1,19,1,-6,7,-37,0
O=C(CSc1nnc2sc3ccccc3n12)N1CCN(c2ccccc2)CC1,/,2,3,-6,-5,/,1
COc1ccc(C#Cc2ccc([C@@H]3[C@@H](CO)N4C(=O)CN(C(=O)c5ccncc5)C[C@@H]34)cc2)cc1,/,2,2,-1,/,/,0
O=C(COc1ccc2c(c1)oc(=O)c1ccccc12)N[C@@H](Cc1c[nH]c2ccccc12)C(=O)O,/,/,6,-5,0,-12,0

# Going on with the list:
SMILES,FN deposit inh,LGR2 antag,Casp6 inh,S100A4 MyoIIA,esBAF inh,Statin myotox sup,SIRT5 block
COc1cccc(-c2ccc3c(c2)[C@@H]2[C@@H](CCN2C(=O)C2CCCCC2)[C@H](CO)N3)c1,-3,-26,-3,-18,/,/,-9
Cc1c(N=Nc2c(-c3ccc([N+](=O)[O-])cc3)[nH]n(C(N)=S)c2=O)cccc1[N+](=O)[O-],0,35,0,-5,-88,-215,-3
COc1cccc(CC(=O)OCC(=O)NNC(=O)c2ccc(Br)cc2)c1,1,-5,-1,-2,-10,6,1
O=C(CSc1ncccc1-c1nc2ccccc2[nH]1)Nc1ccc2c(c1)OCCO2,/,-9,/,/,-45,-10,/
CC(C)NC(=O)N(C)C[C@H]1Oc2ccc(NS(=O)(=O)c3ccc(F)cc3)cc2C(=O)N([C@@H](C)CO)C[C@H]1C,-6,-2,1,17,-1,25,1
CN1CCN(C(=O)c2cc3cc(Cl)ccc3[nH]2)CC1,1,-8,-3,7,0,13,0
c1ccc(-c2cnnc3ccccc23)cc1,14,6,2,-3,5,19,/
CCC(=O)N(C)C[C@H]1Oc2ncc(C3=CCCC3)cc2C(=O)N([C@@H](C)CO)C[C@@H]1C,-1,3,1,-5,1,-27,-7
O=C(CSc1nnc(-c2ccccc2)o1)OCc1ccccc1,/,-24,/,/,-8,5,/
Cc1ccc(-c2noc(CCC(=O)N3CCCC3)n2)cc1,/,-23,/,/,13,9,/
CCOC(=O)C1CC2=C(CC(C)(C)CC2=O)N(CCOC)C1=O (configuration not stated),-4,4,0,-4,-8,-5,-5
Cc1csc2c(N3CCCCC3)ncnc12,8,-56,-5,2,/,/,0
O=C(c1ccccc1F)N1CCN(c2ccc([N+](=O)[O-])c(N3CCOCC3)c2)CC1,2,-2,3,-14,/,/,1
Cc1noc(C)c1CSCC(=O)NC1=NCCS1,3,/,/,/,-2,-2,/
Cc1ccc(C)c(NC(=O)c2ncn[nH]2)c1,8,3,/,/,-6,31,/
O=C(N[C@@H](Cc1cccnc1)C(=O)N1CCC[C@H]1C(=O)NC1CCCC1)c1ccccc1,0,-1,0,0,/,/,-2
COc1ccc(/C=C2\SC(=S)N(CCCC(=O)Nc3cccc(C(=O)O)c3)C2=O)cc1OC,/,7,1,36,-14,3,9
O=C(Oc1ccc(N(C(=O)c2ccncc2)S(=O)(=O)c2ccc(F)cc2)cc1)c1ccncc1,/,12,4,5,-4,7,4
COc1ccc(C(=O)OC(COc2ccccc2)Cn2ccnc2)cc1 (configuration not stated),/,-12,/,/,23,5,/
CCC(=O)Nc1ccc(S(=O)(=O)Nc2c(C)nc3nc[nH]n3c2=O)cc1,2,-7,-4,3,-1,5,1
CCOC(=O)N1CCC(=NNc2nc(C)cc(=O)[nH]2)CC1,0,3,1,-5,1,19,-5
COc1ccc2c(c1)c1ncn(CC3CCCO3)c(=O)c1n2C (configuration not stated),-7,/,11,-4,/,/,-38
C=CCNS(=O)(=O)c1ccc(OCC(=O)OCC)cc1,/,-7,1,-5,-4,-2,-7
CCCOc1ccc(Cn2c(C)nc([N+](=O)[O-])c2SCC(O)COC)cc1[N+](=O)[O-] (configuration not stated),4,/,/,/,-2,14,/
CC1CCN(C(=O)c2ncn(Cc3ccccc3)c2C(=O)N2CCC(C)CC2)CC1,-10,/,-4,-5,-6,-4,5

# Looked up one by one from above:
SMILES,FN deposit inh,LGR2 antag,Casp6 inh,S100A4 MyoIIA,esBAF inh,Statin myotox sup,SIRT5 block
O=C(CSc1ncccc1-c1nc2ccccc2[nH]1)Nc1ccc2c(c1)OCCO2,/,-9,/,/,-45,-10,/
CCOC(=O)N1CCC(=NNc2nc(C)cc(=O)[nH]2)CC1,0,3,1,-5,1,19,-5
CCC(=O)N(C)C[C@H]1Oc2ncc(C3=CCCC3)cc2C(=O)N([C@@H](C)CO)C[C@@H]1C,-1,3,1,-5,1,-27,-7
Cc1ccc(-c2noc(CCC(=O)N3CCCC3)n2)cc1,/,-23,/,/,13,9,/
c1ccc(-c2cnnc3ccccc23)cc1,14,6,2,-3,5,19,/
CCCOc1ccc(Cn2c(C)nc([N+](=O)[O-])c2SCC(O)COC)cc1[N+](=O)[O-] (configuration not stated),4,/,/,/,-2,14,/

# (cont.)
SMILES,FN deposit inh,LGR2 antag,Casp6 inh,S100A4 MyoIIA,esBAF inh,Statin myotox sup,SIRT5 block
CCn1c(=O)cc(O)c2ccccc21,/,13,/,/,-4,-1,/
Cc1ccc(C)c(C(=O)COC(=O)CN2C(=O)C3C4CCC(C4)C3C2=O)c1 (configuration not stated),-3,-6,-1,0,/,/,/
C/C=C/c1ccc([C@H]2[C@@H](CO)N3CCCCN(S(=O)(=O)c4ccc(F)cc4)C[C@H]23)cc1,/,11,3,-10,0,-7,/
O=C1CSC(=S)N1N=Cc1cccc2ccccc12,-3,-10,0,-8,/,/,-3
C[C@@H]1CN([C@H](C)CO)C(=O)c2cc(NC(=O)Cn3cnnn3)ccc2O[C@H]1CN(C)C,/,21,-11,8,0,-3,-5
CCCCCCCCN1C(=O)[C@H](CC(=O)N2CCN(C(=O)OCC)CC2)C[C@@]2(C(=O)OC)CC(C)(C)CC=C12,-2,5,-1,3,/,/,13
O=C(c1cc(-c2cccs2)nc2ccccc12)N1CCN(c2ccccc2O)CC1,2,9,-1,-3,/,/,4
CC(=O)c1cccc(NC(=O)C2CC(=O)N(CCc3ccccc3)C2)c1 (configuration not stated),9,12,1,-1,/,/,-3
CC(C)C#Cc1ccc([C@H]2[C@H](CO)N3C(=O)CN(C(=O)Cc4ccccc4)C[C@@H]23)cc1,6,3,0,7,/,/,-2
COc1c2c(cc3oc(=O)ccc13)OC(C)(C)C=C2,/,/,2,-1,27,-2,/
Cc1occc1C(=O)Nc1cccc(S(=O)(=O)N2CCOCC2)c1,4,-5,-2,8,3,0,-2
C[C@@H]1CN([C@@H](C)CO)C(=O)c2cc(C#CC3CCCC3)cnc2O[C@H]1CN(C)C(=O)C1CCCCC1,-7,13,-1,-23,6,48,11
COC(=O)c1ccc(NC(=O)Cn2nc(-c3ccncc3)nc2SCC(=O)Nc2nccs2)cc1,-5,/,/,/,-3,-3,/
C[C@H]1CCCCO[C@H](CN(C)S(=O)(=O)c2ccc(Cl)cc2)[C@@H](C)CN([C@@H](C)CO)C(=O)c2cc(NC(=O)C3CCCCC3)ccc2O1,9,3,3,-11,-6,/,6
Cn1c(=O)c2c(nc(N3CCCCCC3)n2CC(O)COc2ccc(Cl)cc2)n(C)c1=O (configuration not stated),2,/,/,/,5,-7,/
Cc1ccccc1N(CC(=O)NC1CCCCC1)C(=O)CCC(=O)Nc1nccs1,8,0,1,3,-3,25,-4
O=C(CSc1nccc(=O)[nH]1)NC1CCCCCCC1,4,8,24,3,3,-3,-3
C[C@H](CO)N1C[C@H](C)[C@H](CN(C)S(=O)(=O)c2ccc(F)cc2)Oc2c(NS(=O)(=O)c3ccccc3)cccc2C1=O,/,6,/,/,-1,-15,/
O=C(NC1CCCC1)c1ccc(COCC(F)(F)C(F)F)o1,/,-3,2,2,5,-5,-8
CC(C)CCN1NC2(CCC(C)CC2)NC1=S (configuration not stated),-4,-7,-1,0,/,/,-5
CC(C)CCNC(=O)C1CCN(Cc2cccc(OCc3ccccc3)c2)CC1,3,-29,1,0,-4,-11,-4
COC(=O)C1CC(O)CN1C(=O)Nc1ccccc1 (configuration not stated),-1,25,2,-2,/,/,0
COc1ccc(NC(=O)CSc2nnc(CN3CCOCC3)n2C)cc1Cl,1,0,-2,5,-5,9,-4
C=CCNC(=O)COC(=O)c1ccc(C)c(NC(=O)c2ccco2)c1,4,4,-3,5,/,/,1
CCOc1ccccc1NC(=O)C(=O)N/N=C/c1ccc([N+](=O)[O-])cc1,-2,6,-1,0,-3,-12,-3
O=C(CSc1ncnc2c1nnn2Cc1ccc(F)cc1)NC1CCCCC1,-6,9,0,2,/,/,4
CCNC(=O)NC(=O)C(C)Oc1ccc(Br)cc1Br (configuration not stated),-3,/,-1,5,/,/,-4
CCCCc1ccc(C(=O)NC(C(=O)O)C(C)C)cc1 (configuration not stated),-10,-2,/,/,1,-10,/
Cc1ccccc1C(=O)N1CCC(C(=O)NC2CCCCCC2)CC1,9,-5,2,2,3,4,-4
